From PubChem BioAssay
TbMetRS inhib: T. brucei MetRS inhibitors, primary screen, biochemical, luminescence; 360,000 tested, 0.4% active; methionyl-tRNA synthetase (Trypanosoma brucei brucei); AID 624268, 2012; inhibition, % at 11.9 µM; purified T. brucei MetRS, ATP depletion, Kinase-Glo luminescence;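 active = inhibition above a per-plate cutoff of the control wells' mean inhibition plus 3 SD, cut at about 5.5% in these data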;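 note: 0% = DMSO wells median and 100% = median of wells with control inhibitor compound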
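Material: T. brucei methionyl-tRNA synthetase, purified; reagent: substrates ATP, L-methionine and bulk Escherichia coli tRNA; dosing: 11.9 µM single point; timing: 15 min plus 2 h at 25 °C; detection: luminescence of leftover ATP; evaluation: % inhibition; control set: DMSO-only wells as low control; replicates: singlicate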
eLon inh: inhibitors of E. coli Lon protease, primary screen, biochemical, fluorescence polarization | inhibition, % at 7.94 µM | purified E. coli Lon protease | 360,000 tested, 0.42% active | P0A9M0; in the data active = inhibition above about 13%, passing the limit was not always enough;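 note: 0% = enzyme with probe and DMSO and 100% = no enzyme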
MsrA inh: bovine MsrA enzyme inhibitors, primary screen, biochemical, absorbance, HTS; Methionine sulfoxide reductase A (Bos taurus); purified bovine MsrA, absorbance read-out; inhibition, % at 15.5 µM; 360,000 tested, 0.75% active; AID 651718, 2012; in the data active = inhibition above about 4.5%;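 note: 0% = vehicle wells with enzyme and 100% = reference inhibitor wells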
MLLE-PAM2 inh: inhibitors of PABP1 MLLE–PAM2 peptide binding, primary screen, biochemical, fluorescence polarization, FITC-PAM2, GST-MLLE; Polyadenylate-binding protein 1 (Homo sapiens), P11940; inhibition, % at 20 µM; 360,000 tested, 0.36% active; in the data active = inhibition above about 35%, passing the limit was not always enough;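 note: plate controls were DMSO wells with GST-MLLE for no effect and wells lacking GST-MLLE protein for full effect; some results filed as inactive read as strong as hits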
Neddylation inh: inhibitors of cullin neddylation, primary screen, biochemical, TR-FRET, uHTS, NAE and Ubc12 | calls only at 25 µM | 360,000 tested, 0.58% active; in the data active = inhibition above about 36%
FAS-TE inh: FAS thioesterase domain inhibitors, primary screen, biochemical, fluorescence intensity, uHTS; Fatty acid synthase (Homo sapiens), P49327; recombinant FAS-TE, OMFH fluorogenic substrate, fluorescence endpoint; inhibition, % at 15 µM; 360,000 tested, 0.67% active; AID 602261, 2012;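 active = compounds whose normalised, plate-corrected inhibition of enzyme fluorescence in the single-dose primary screen is 50% or more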;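 note: 0% = DMSO with enzyme and 100% = substrate without enzyme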
bovine MsrA act: bovine MsrA enzyme activators, primary screen, biochemical, absorbance, HTS. Methionine sulfoxide reductase A (Bos taurus). AID 602163, 2012. purified bovine MsrA, absorbance read-out. 360,000 tested, 0.3% active. activation, % at 10.6 µM; in the data active = activation above about 7.5%;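 note: 0% = vehicle and 100% = reference activator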
Rin1-Abl PPI inh: inhibitors of Rin1-Abl protein binding, primary screen, biochemical, TR-FRET | inhibition, % at 7.35 µM | 360,000 tested, 0.4% active | Tyrosine-protein kinase ABL1 (Homo sapiens) + Ras and Rab interactor 1 (Homo sapiens), …; in the data active = inhibition above about 5%, passing the limit was not always enough
CSN inh: inhibitors of CSN-mediated cullin deneddylation, primary screen, biochemical, fluorescence polarization, uHTS; inhibition, % at 12.5 µM; COP9 signalosome complex subunit 5 (Homo sapiens), Q92905; Purified CSN, SCF-Nedd8-OG deneddylation; 360,000 tested, 0.38% active;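 active = pattern-corrected inhibition above about 35%, with an unprinted fluorescence ratio check between 0.5 and 1.5, limit read from the data, passing the limit was not always enough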;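 note: 0% = enzyme with substrate and 100% = substrate without enzyme; some results filed as inactive read as strong as hits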
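Material: purified human Csn5 enzyme expressed in HEK293T cells / Medium: Tris buffer pH 7.5, NaCl, DTT, Tween-20, trehalose, ovalbumin / Compound dosing: 12.5 µM single point / Schedule: 90 min incubation of compound, enzyme and substrate at room temperature / Signal: fluorescence polarization of the substrate / Control set: no-enzyme wells high, enzyme-with-substrate wells low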
Numbers without * were called inactive; i = inactive; x = not tested or not shown; + = active, no number. No enrichment for hits. About 4% of those tested had a hit in this group.

SMILES | TbMetRS inhib | eLon inh | MsrA inh | MLLE-PAM2 inh | Neddylation inh | FAS-TE inh | bovine MsrA act | Rin1-Abl PPI inh | CSN inh
CSc1ccc(CCNC(=O)c2cccc3c2C(=O)N(C2CCCCC2)C3)cc1 | 0.1 | -15 | x | 15 | i | 27 | -1 | 2 | -3
CCOC1=C2CN(S(=O)(=O)c3ccc(C)cc3)C(c3ccc(CC)cc3)CC2n2c(=O)n(-c3ccccc3)c(=O)n2C1 (stereo not drawn) | -0.4 | x | 1.3 | x | i | x | x | x | 7
O=C(C1CCCN(S(=O)(=O)c2ccc(Cl)cc2)C1)N1CCCC1 (stereo not drawn) | -0.6 | 5 | 0.1 | 2 | i | -5 | -4 | 5 | 2
CCC(=O)N1CCc2cc(S(=O)(=O)N3CCN(c4ccccn4)CC3)ccc21 | -0.7 | 6 | -1.6 | -4 | i | 6 | -12 | 2 | -4
Cn1nc(C(=O)N2CCN(S(=O)(=O)c3ccccc3)CC2)c2ccccc2c1=O | -0.1 | 10 | 0.7 | -43 | i | -9 | -6 | -1 | 1
O=C(CSc1n[nH]c(-c2cccs2)n1)NCc1ccc2c(c1)OCO2 | 1.2 | -6 | 0.9 | -14 | i | -11 | -5 | -1 | 3
CC(=O)N1N=C(c2ccccc2)CC1c1cn(C)c2ccccc12 (stereo not drawn) | -0.8 | -5 | 1.5 | -3 | i | 7 | -6 | -4 | 1
CS(=O)(=O)N(CC(=O)N1CCc2ccccc2C1)c1ccc2c(c1)OCO2 | -2.3 | -7 | 0.6 | 0 | i | -5 | -13 | -2 | -5
CN(C)C(=O)C(NC(=O)c1ccccc1)=C(Cl)Cl | -0.6 | -9 | -0.6 | 2 | i | -5 | -7 | 4 | -1
CCN(C(=O)CSc1nc2ccc([N+](=O)[O-])cc2s1)C1CCS(=O)(=O)C1 (stereo not drawn) | -1.1 | 0 | 2.4 | -96 | i | 0 | -11 | -1 | -1
Cc1ccc2occ(/C=N/NC(=O)c3ccccc3C)c(=O)c2c1 | -0.2 | -3 | 1.6 | 23 | + | 3 | -1 | -1 | 5
COc1ccc(Nc2ncc(C(=O)N3CCN(c4ccccc4OC)CC3)c3ccccc23)cc1 | -0.1 | 0 | 1.4 | -3 | + | 18 | 2 | 2 | -1
c1ccc(Cn2cc(-c3cccnc3)cn2)cc1 | 0.0 | -2 | -1.0 | -10 | i | -6 | -2 | 4 | -1
CC(C)(C)c1csc(NC(=O)CS(=O)(=O)c2ccccc2)n1 | 5.0 | 4 | 0.6 | 7 | i | -10 | -2 | -2 | -4
COc1cccc(N(C(=O)CCl)C(C(=O)NCCc2ccccc2)c2cccs2)c1 (stereo not drawn) | -0.4 | -13 | 0.9 | -3 | i | 48 | -3 | -2 | 9
O=C(CCCn1cnc([N+](=O)[O-])n1)Nc1cc(Cl)ccc1O | -0.5 | -10 | -1.0 | 10 | i | -4 | -1 | 2 | 8
COc1cccc(NC(=O)CN(C)C(=O)CC(C)c2ccccc2)c1 (stereo not drawn) | -0.3 | 7 | 0.6 | 2 | i | -2 | -6 | 4 | 3
Cc1c(C(=O)NCCN2CCOCC2)oc2ccccc12 | -0.2 | 2 | 1.3 | 7 | i | -5 | -1 | -1 | -4
Cc1ccc(C(=O)c2ccccc2C(=O)OCC(=O)NCCc2ccc(Cl)cc2Cl)cc1 | 1.5 | -6 | 0.6 | 1 | i | 23 | -4 | 1 | -1
COc1ccccc1-c1nc(-c2cccc(C)c2)no1 | -0.7 | 8 | -0.3 | -19 | i | 19 | -1 | 1 | 4
Cc1cc(=O)n2c(nc3ccccc32)[nH]1 | 0.1 | 2 | 2.1 | -21 | x | -5 | -1 | 1 | 4
CC1CC(=O)N(CC(=O)NCc2ccccc2)c2ccccc2S1(=O)=O (stereo not drawn) | -0.2 | 3 | 0.6 | -5 | i | -3 | 3 | -3 | 1
O=[N+]([O-])c1ccccc1OCCCn1cnc2ccccc21 | -0.1 | -9 | 2.3 | 6 | i | 3 | 0 | -8 | 6
CCOc1cc(CNc2ccc(O)cc2)ccc1OCc1ccc(Cl)cc1Cl | 2.0 | 0 | x | -11 | i | 21 | 3 | 0 | 44*
Cc1cc(C)c(S(=O)(=O)NCc2ccccn2)c(C)c1 | -0.3 | 0 | 0.1 | -3 | i | -4 | -3 | -1 | 1

One compound at a time, as listed above. Order of values: TbMetRS inhib, eLon inh, MsrA inh, MLLE-PAM2 inh, Neddylation inh, FAS-TE inh, bovine MsrA act, Rin1-Abl PPI inh, CSN inh
CN(C)C(=O)C(NC(=O)c1ccccc1)=C(Cl)Cl is listed as -0.6, -9, -0.6, 2, i, -5, -7, 4, -1
COc1cccc(NC(=O)CN(C)C(=O)CC(C)c2ccccc2)c1 (stereo not drawn) is listed as -0.3, 7, 0.6, 2, i, -2, -6, 4, 3
Cc1cc(=O)n2c(nc3ccccc32)[nH]1 is listed as 0.1, 2, 2.1, -21, x, -5, -1, 1, 4
CSc1ccc(CCNC(=O)c2cccc3c2C(=O)N(C2CCCCC2)C3)cc1 is listed as 0.1, -15, x, 15, i, 27, -1, 2, -3
COc1ccc(Nc2ncc(C(=O)N3CCN(c4ccccc4OC)CC3)c3ccccc23)cc1 is listed as -0.1, 0, 1.4, -3, +, 18, 2, 2, -1

Four entries already listed, sorted by the value under TbMetRS inhib, rising.
mol | TbMetRS inhib
COc1cccc(N(C(=O)CCl)C(C(=O)NCCc2ccccc2)c2cccs2)c1 (stereo not drawn) | -0.4
COc1cccc(NC(=O)CN(C)C(=O)CC(C)c2ccccc2)c1 (stereo not drawn) | -0.3
Cn1nc(C(=O)N2CCN(S(=O)(=O)c3ccccc3)CC2)c2ccccc2c1=O | -0.1
CC(C)(C)c1csc(NC(=O)CS(=O)(=O)c2ccccc2)n1 | 5.0

Continuation:
SMILES | TbMetRS inhib | eLon inh | MsrA inh | MLLE-PAM2 inh | Neddylation inh | FAS-TE inh | bovine MsrA act | Rin1-Abl PPI inh | CSN inh
Cc1ccnc(NS(=O)(=O)c2cccc3nsnc23)c1 | -1.4 | -5 | 2.0 | -3 | i | -3 | -3 | -2 | 0
Cc1cccnc1NC(=O)C(C)N1C(=O)c2ccccc2C1=O (stereo not drawn) | -0.2 | 6 | -0.2 | -3 | i | -8 | -2 | 1 | -3
COc1ccc(C2CC(c3cccs3)=NN2C(=O)CSc2nc3ccccc3s2)cc1 (stereo not drawn) | 0.1 | -8 | 0.6 | 15 | i | 31 | 6 | -3 | -10
Cc1cc(C)cc(NC(=O)CN2CCC(NC(=O)c3cccc(F)c3)CC2)c1 | -0.6 | 3 | -0.6 | -3 | i | 3 | -3 | 3 | 0
CC1(c2ccc(F)cc2)OC(=O)c2c1ccc1ccccc21 (stereo not drawn) | 0.3 | -8 | -1.0 | -1 | i | 25 | -3 | 1 | 0
Cc1ccc(-n2ncc3c(NNC(=O)c4cccs4)ncnc32)cc1 | -0.6 | -1 | 0.2 | -90 | i | -6 | -4 | 1 | 2
Cc1ccc(S(=O)(=O)NC2=NCN(Cc3cccnc3)CN2)cc1 | -1.4 | -3 | 0.5 | 4 | i | -11 | -14 | -2 | -4
Cc1ccc([N+](=O)[O-])cc1NC(=S)NC(=O)c1ccco1 | 0.5 | -2 | 1.0 | 14 | i | -4 | -4 | -3 | -15
CCOC(=O)N1CCN(C(=O)C2CCN(Cc3cccc(OCc4ccccc4)c3)CC2)CC1 | -0.9 | -11 | -1.0 | -4 | i | -10 | -2 | 2 | -5
C[C@H](NC(=O)N1CCn2c1nc1ccccc12)C(=O)NCCc1ccccc1 | 0.0 | -10 | -0.1 | 1 | i | 13 | -3 | -1 | 4
CC(C(=O)O)N1CCCCC1 (stereo not drawn) | 0.0 | 1 | -0.3 | 4 | i | -8 | -5 | 0 | 3
Cc1ccc(OCc2nnc(NC(=O)c3ccco3)s2)cc1 | 0.4 | -5 | 0.9 | -6 | i | -5 | 1 | 3 | 6
O=S(=O)(Nc1cc2nc3ccccc3nc2n1Cc1ccccc1)c1ccc(Cl)cc1 | 32* | -104 | 0.2 | 33 | i | 39 | 0 | 30* | 70*
CC[C@@H]1C=C(C(=O)O)[C@H](c2ccc3c(c2)OCO3)N1S(=O)(=O)c1ccc(C)cc1 | 0.0 | -8 | -1.6 | -8 | i | -6 | -2 | -3 | -2
O=C(NC(=S)Nc1cccc(Cl)c1)c1cncc(Br)c1 | 0.0 | 1 | -1.0 | 32 | i | -6 | -2 | -1 | -4
Cc1ccnc(NC(=O)c2ccc([N+](=O)[O-])s2)c1 | -0.5 | 1 | 1.6 | -1 | i | 0 | 1 | 1 | 0
Cc1nn(C)c(C)c1N1C(=O)c2cccc3c(N)ccc(c23)C1=O | -0.2 | + | -1.1 | i | i | -176 | -2 | -66 | -72
Clc1ccc(-c2n[nH]c3c2CCC3)c(Cl)c1 | 2.7 | 9 | 0.2 | -12 | i | 2 | 1 | -2 | 6
CCOC(=O)c1[nH]c(C)c(CN(Cc2ccco2)C(=O)C(F)(F)F)c1C | -0.2 | 0 | -0.5 | -3 | i | 24 | -2 | 0 | 3
CC(C)Cn1c(N)c(C(=O)COC(=O)c2ccc3ccccc3n2)c(=O)n(C)c1=O | -0.2 | 10 | -0.9 | -13 | i | 2 | -1 | -4 | -2
CCCCNC(=O)C1(C)CCCCCN1Cc1cc2ccccc2o1 (stereo not drawn) | -0.1 | -8 | -0.5 | -7 | i | 14 | -1 | 3 | 0
O=S(=O)(Nc1nc2ccccc2nc1NCC1CCCO1)c1ccc(F)cc1 (stereo not drawn) | 0.2 | -1 | 2.5 | -6 | i | -4 | -4 | 1 | 5
CCCn1c(SCC(=O)Nc2cc(Cl)ccc2Cl)n[nH]c1=O | 0.1 | 4 | 0.9 | -45 | i | -1 | 1 | 3 | 2
COc1ccc(-c2noc(C3CCCN(C(=O)c4cccc(C)c4)C3)n2)cc1 (stereo not drawn) | -0.7 | 10 | 0.5 | -10 | i | 4 | 2 | 4 | -6
COc1ccccc1NC(=O)CN1CCN(c2ccccc2)CC1 | -1.1 | 1 | 0.3 | 13 | i | 0 | -8 | -3 | 0
Cc1ccc(NS(=O)(=O)c2ccc(Cl)c(N=Nc3c(O)[nH]c(=O)[nH]c3=O)c2)cc1Cl | -0.1 | 4 | -0.6 | -9 | i | 10 | -3 | 3 | -6
COc1ccc(-c2oc3ccc(-c4ccc(OC)nc4)cc3c2C#CC2(O)CCCCC2)cc1 | -0.5 | -11 | 1.7 | -12 | x | 31 | 0 | -3 | 1

2 entries from above, as a markdown table:
| Molecule | TbMetRS inhib | eLon inh | MsrA inh | MLLE-PAM2 inh | Neddylation inh | FAS-TE inh | bovine MsrA act | Rin1-Abl PPI inh | CSN inh |
| --- | --- | --- | --- | --- | --- | --- | --- | --- | --- |
| Cc1ccc(NS(=O)(=O)c2ccc(Cl)c(N=Nc3c(O)[nH]c(=O)[nH]c3=O)c2)cc1Cl | -0.1 | 4 | -0.6 | -9 | i | 10 | -3 | 3 | -6 |
| COc1ccc(Nc2ncc(C(=O)N3CCN(c4ccccc4OC)CC3)c3ccccc23)cc1 | -0.1 | 0 | 1.4 | -3 | + | 18 | 2 | 2 | -1 |
